Source: PubChem (several laboratories)
TRPC6 inh – inhibitors of mouse TRPC6 channel. Q61143. HEK293-TRPC6, membrane potential dye, ACh-evoked depolarization; hits give low values. B-score at 10 µM. 310,000 tested, 1.1% active;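 active = B-score under library mean minus 3 SD, initial fluorescence not abnormally high, positive integrated signal ratio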;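 also: B-score derived from integrated fluorescence ratio over the kinetic read; more negative B-score means stronger inhibition of depolarization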
Target sequence (Q61143 whole entry, looked up): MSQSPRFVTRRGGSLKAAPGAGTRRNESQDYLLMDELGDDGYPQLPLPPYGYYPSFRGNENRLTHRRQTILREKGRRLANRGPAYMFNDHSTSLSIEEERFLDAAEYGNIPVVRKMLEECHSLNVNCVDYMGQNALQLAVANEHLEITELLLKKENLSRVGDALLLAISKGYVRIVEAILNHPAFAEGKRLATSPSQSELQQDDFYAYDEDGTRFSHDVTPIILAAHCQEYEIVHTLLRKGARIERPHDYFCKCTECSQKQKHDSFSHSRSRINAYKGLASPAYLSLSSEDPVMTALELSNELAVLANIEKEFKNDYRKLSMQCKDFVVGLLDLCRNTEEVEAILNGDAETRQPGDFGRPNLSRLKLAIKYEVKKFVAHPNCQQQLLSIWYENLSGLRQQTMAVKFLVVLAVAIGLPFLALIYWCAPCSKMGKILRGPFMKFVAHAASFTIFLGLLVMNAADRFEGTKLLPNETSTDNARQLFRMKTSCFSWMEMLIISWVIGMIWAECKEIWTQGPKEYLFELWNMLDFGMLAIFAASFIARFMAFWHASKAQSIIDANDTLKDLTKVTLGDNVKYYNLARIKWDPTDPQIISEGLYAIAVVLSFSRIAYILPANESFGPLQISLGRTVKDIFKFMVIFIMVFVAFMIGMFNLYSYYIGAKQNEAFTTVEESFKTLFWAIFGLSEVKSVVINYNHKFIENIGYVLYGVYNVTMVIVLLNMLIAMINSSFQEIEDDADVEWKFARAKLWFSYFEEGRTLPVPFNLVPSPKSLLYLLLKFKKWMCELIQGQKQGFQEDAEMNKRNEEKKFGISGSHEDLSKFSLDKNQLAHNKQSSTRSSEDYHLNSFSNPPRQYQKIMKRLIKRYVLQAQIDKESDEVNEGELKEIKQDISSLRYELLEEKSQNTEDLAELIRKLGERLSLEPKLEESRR
ANO1 activ – activates or potentiates the mouse TMEM16A chloride channel; HEK293 TMEM16A/YFP-H148Q/I152L, iodide quench fluorescence; hits give low values; Q8BHY3; 340,000 tested, 0.3% active; B-score at 10 µM; AID 623877;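 active = fluorescence-ratio B-score plate-corrected deviation score at least 3 library SD below zero, with starting fluorescence score within 5 deviations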;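 also: channel opened by trigger with iodide after compound preincubation; score built on the fluorescence ratio of max minus min over baseline; more negative score means more quench and so TMEM16A activation or potentiation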
MrgX1 allo act – allosterically activates human MrgX1 receptor signaling | Q96LB2 | MrgX1-HEK293, Fluo-4 calcium flux, FDSS; hits give high values | B-score at 10 µM | 310,000 tested, 0.63% active | AID 588675;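 active = plate-corrected calcium response at least 3 library SD above typical, normal starting fluorescence, not activating the receptor alone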;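 also: compound read alongside a low EC10 to EC30 dose of BAM8-22 agonist; peak minus trough fluorescence over baseline measured at the second addition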
RGS4 inh – human RGS4 inhibition. HEK293 M3R/RGS4 inducible, Fluo-4 calcium flux; hits give high values; triggered by carbachol at its EC20. B-score at 10 µM. 310,000 tested, 0.45% active. AID 463165;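 active = B-score, a plate-corrected calcium signal, over three deviations above library mean, with baseline fluorescence within five deviations of library mean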;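 also: RGS4 expression induced by doxycycline in cells with stable M3 receptor; B-score is computed from the integrated fluorescence ratio over baseline after carbachol; higher B-score means a larger calcium signal and so more RGS4 inhibition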
Target sequence (P49798 whole entry, looked up): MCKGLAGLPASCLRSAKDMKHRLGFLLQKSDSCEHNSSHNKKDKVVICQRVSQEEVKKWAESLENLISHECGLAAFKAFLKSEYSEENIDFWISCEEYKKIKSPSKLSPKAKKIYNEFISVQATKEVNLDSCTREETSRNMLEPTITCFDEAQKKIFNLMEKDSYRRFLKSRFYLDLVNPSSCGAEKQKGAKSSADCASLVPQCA
TRPC6 act – mouse TRPC6 channel activation | 310,000 tested, 0.13% active | HEK293-TRPC6 membrane potential dye fluorescence; hits give high values | B-score at 10 µM | Q61143 | AID 2550;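 active = B-score of the integrated fluorescence ratio above library mean plus 3 SD, and starting fluorescence ratio within library mean plus 5 SD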;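 also: higher score means more depolarization so channel activation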
MrgX1 antag – blocks BAM8-22 activation of human MrgX1 receptor. AID 588676. Q96LB2. B-score at 10 µM. 310,000 tested, 1.3% active. MRGX1-HEK293 calcium flux, Fluo-4, BAM8-22 antagonism; hits give low values;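 active = calcium-response B-score plate-corrected more than 3 library SD below zero, starting fluorescence within 5 deviations, no agonist response on first addition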;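 also: peak minus trough fluorescence over baseline after final BAM8-22 challenge near maximal dose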
SKKanGAS inh – blocks kanamycin growth of S. pyogenes SKKanGAS strain | BacTiter-Glo, 6 h | inhibition, % at 7.5 µM | 300,000 tested, 1.3% active;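 active = mean replicate score, as percent of positive control median, at least 50; inconclusive = mean below 50 but one replicate at or above 50; inactive = mean and every replicate below 50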;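 also: strain carries kanamycin resistance gene driven by streptokinase promoter and grows in 40 µg/ml kanamycin; loss of luminescence reflects streptokinase promoter inhibition or plain growth inhibition; 0% = median of DMSO wells and 100% = positive control at its reference dose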
MrgX1 ag – human MrgX1 receptor agonism, primary screen; Q96LB2; MrgX1-HEK293 cells, Fluo-4 calcium fluorescence, agonist mode; hits give high values; B-score at 10 µM; 310,000 tested, 0.44% active; AID 588627;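 active = calcium response B-score plate-corrected fluorescence ratio at least 3 library SD, with starting fluorescence B-score inside 5 SD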
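System: HEK293 cells stably expressing human MrgX1 receptor; Dosing: test compound in the initial addition of three; Schedule: overnight plating, then 30 min 37 °C plus 30 min room-temperature dye loading; Detection: kinetic calcium dye fluorescence, Fluo-4 NW; Controls: per-plate positive and negative controls for Z′ factor.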
HDAC3 inh – inhibitors of human histone deacetylase 3; inhibition, % at 8.3 µM; 320,000 tested, 0.15% active; O15379; recombinant HDAC3, fluorogenic peptide/trypsin coupled, fluorescence; AID 2718; in the data active = inhibition above about 26%, passing the limit was not always enough; inconclusive = no clear call, values can overlap the other calls
RGS4 pot – potentiators or activators of RGS4. HEK293 M3R/inducible RGS4, carbachol calcium flux Fluo4; hits give low values. 310,000 tested, 0.92% active. B-score at 10 µM. AID 463111;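 active = B-score of the integrated calcium signal more than 4 SD below the library mean, with starting fluorescence not abnormally high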;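 also: negative B-score means reduced calcium response which marks RGS4 activation or potentiation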
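System: HEK293 FlpIn-TREx cells, stable M3R, doxycycline-inducible RGS4. Timing: overnight RGS4 induction, 30 min dye load 37 °C, 20 min compound RT. Also added: carbachol, ECmax concentration. Measured by: Fluo4 fluorescence kinetic imaging of calcium. Evaluation: integrated calcium ratio converted to B score.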
ANO1 block – mouse TMEM16A channel inhibition, primary screen. normalized B-score (activity score, 25-100; higher = stronger inhibition) at 10 µM. HEK293 TMEM16A/YFP iodide influx fluorescence, ionomycin. 310,000 tested, 1.2% active. Q8BHY3;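 active = ratio plate-corrected score three or more library SD toward inhibition, starting fluorescence score within five deviations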;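 also: score derived from kinetic fluorescence span divided by baseline fluorescence per well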
The depositor's hits bear a star; i = inactive; ? = inconclusive; . = not tested or not shown.

SMILES	TRPC6 inh	ANO1 activ	MrgX1 allo act	RGS4 inh	TRPC6 act	MrgX1 antag	SKKanGAS inh	MrgX1 ag	HDAC3 inh	RGS4 pot	ANO1 block
CCCC(O)(c1ccccc1)C(CN1CCOCC1)c1ccccc1 (stereo not drawn)	i	i	i	i	i	i	4.5	i	0.9	i	i
Cc1nnc(NC(=O)c2ccc(Br)cc2)s1	i	i	i	i	i	i	-1.0	i	5.1	i	i
Cc1ccc(-c2nc(CS(=O)CC(=O)NCCCN3CCN(Cc4ccccc4)CC3)c(C)o2)cc1 (stereo not drawn)	i	i	i	i	i	i	-0.6	i	6.8	i	i
CCOCCCNC(=O)CCn1ccc2cc(S(=O)(=O)N3CCCC3)ccc21	i	i	i	i	i	i	-1.0	i	-4.6	i	i
O=C(NCC(=O)N1CCN(Cc2ccccc2)CC1)c1ccc(Br)cc1	i	i	i	i	i	i	-5.1	i	0.5	i	i
Cc1noc(C)c1CSc1nnc(-c2c[nH]c3ccccc23)n1-c1ccc(Cl)cc1	i	i	i	i	i	i	8.8	i	-2.8	i	i
O=C1[C@@H]2Cc3c([nH]c4ccccc34)CN2C(=O)CN1CCCCCO	i	i	i	i	i	i	-2.8	i	3.4	i	i
Cc1oc(-c2cccc(Cl)c2)nc1CN1CCCC(C(=O)NC(C)c2ccc3c(c2)OCCO3)C1 (stereo not drawn)	i	i	i	i	i	i	4.2	i	-1.2	-6.96*	i
NC(N)=NC(N)=NCCc1ccccc1	i	i	i	i	i	i	-4.0	i	-4.1	i	i
N#Cc1ccccc1NC(=O)CSc1nccn1CCc1ccccc1	i	i	i	i	i	i	-4.3	i	-0.2	i	i
NS(=O)(=O)c1ccc(CNc2ccc3ccccc3n2)cc1	i	i	i	i	i	i	5.2	i	-3.3	i	i
CC(C)CCN1CC(O)=C(c2nc(-c3ccc(Cl)cc3)cs2)C1=N	i	i	i	i	i	i	-13.3	i	-5.4	i	i
Cc1cc(=O)oc2c(C)c(OCC(=O)N3CCN(c4ccc(F)cc4)CC3)ccc12	i	i	i	i	i	i	2.7	i	0.2	i	i
COc1cc(C)c(Cl)c(C)c1S(=O)(=O)NCc1cccnc1	i	i	i	i	i	i	-1.6	i	5.4	i	i
COCCCN1C(=O)C(=O)/C(=C(/O)c2ccc(OC)cc2)C1c1cccc(OC)c1 (stereo not drawn)	i	i	i	i	i	i	7.9	i	3.6	i	i
CCn1c(SCc2nc3sc(C(=O)O)c(C)c3c(=O)[nH]2)nnc1-c1ccc(Cl)cc1	i	i	i	i	i	i	-0.5	i	1.1	i	i
Cc1ncc([N+](=O)[O-])n1CCOC(=O)NC(NCc1ccccc1Cl)C(Cl)(Cl)Cl (stereo not drawn)	i	i	i	i	i	i	-5.7	i	2.8	i	i
CCCSc1nn2c(=O)c3ccccc3nc2s1	i	i	i	i	i	i	-4.4	i	4.2	i	i
OCCCNc1ncnc2scc(-c3ccc(Cl)cc3)c12	i	i	i	i	i	i	2.3	i	-1.0	i	i
CC(C)NC(=O)c1c2c(nc3ccccc13)CCCC2	i	i	i	i	i	i	8.4	i	-2.2	i	i
C=CC[C@@H]1Cc2c(Br)ccc(Br)c2[C@@H](CC=C)N1	i	i	i	i	i	i	10.3	i	-2.3	i	i
CCOC(=O)C1(Cc2ccccc2)CCN(Cc2ccc(C)s2)CC1	i	i	i	i	i	i	10.1	i	7.8	i	i
CC(/C=N/O)Cc1ccc2c(c1)OCO2 (stereo not drawn)	i	i	i	i	i	i	-2.5	i	-3.4	i	i
CCOc1ccccc1N1CCN(C(=O)CCCc2nc3ccccc3s2)CC1	i	i	i	i	i	i	2.1	i	-1.3	i	i
CC(CCc1ccccc1)NC(=O)COC(=O)CC1CC2CCC1C2 (stereo not drawn)	i	i	i	i	i	i	0.7	i	3.2	i	i
O=C(CCCCCBr)N1CCC(CC2CC(c3ccc(Cl)cc3)=NO2)(C(=O)NCC2CCCCC2)CC1 (stereo not drawn)	i	i	i	i	i	i	13.3	i	13.9	i	i
CCC(C)OC(=O)C1C(c2ccccc2)C(C(=O)O)C1c1ccccc1 (stereo not drawn)	i	i	i	i	i	i	-5.0	i	8.8	i	i
COc1ccc(NC2=Nc3ccccc3N3C2=Nc2c(c(C)nn2-c2ccc(C)cc2)C3c2cccnc2)cc1 (stereo not drawn)	i	i	i	i	i	i	.	i	-1.6	i	i
Cc1ccc(CNC(=O)Nc2ccc(F)cc2F)n1C	i	i	i	i	i	i	0.0	i	-0.4	i	i
O=S(=O)(c1cccc(S(=O)(=O)N2CCOCC2)c1)N1CCCCCC1	i	i	i	i	i	i	-3.8	i	-9.5	i	i
Cc1ccc2c(C(=O)N3CCN(c4ccccc4)CC3)cc(-c3cccnc3)nc2c1C	i	i	i	i	i	i	18.8	i	5.7	i	i
COc1ccc(C(=O)NCC(=O)N/N=C(\C)Cc2ccccc2)cc1	i	i	7.02*	i	i	i	3.8	i	-3.0	i	i
C=CCn1c(O)c(N=Nc2ccccc2)c2ccccc21	i	i	i	i	i	i	-0.1	i	-3.9	i	i
CCn1nc(C)c(CNCc2cn[nH]c2-c2cc3ccccc3o2)c1C	i	i	i	i	i	i	-5.1	i	-0.8	i	i
Cc1cccc(NC(=S)N=Nc2c(O)[nH]c3ccccc23)c1	i	i	i	i	i	i	97.3*	i	0.6	i	i
CSc1ncccc1C(=O)NC1CCCc2c1cnn2-c1ccc(C)c(C)c1 (stereo not drawn)	i	i	i	i	i	i	2.2	i	.	i	i
CCc1nn(CCCC(=O)NCc2ccc(C)cc2)c(=O)c2cc3occc3n12	i	i	i	i	i	i	27.3	i	?	i	i
COCCCn1cc(C(=O)c2cc(OC)ccc2OCC(=O)N2CCCCC2C)cc(C#N)c1=O (stereo not drawn)	i	i	i	i	i	i	-7.2	i	-10.5	i	i
C/C(=N\NC(=O)c1ccc(COc2ccccc2)cc1)c1ccncc1	i	i	i	i	i	i	-6.5	i	5.7	i	i
COc1ccc(NC(=O)CC(CC(=O)O)c2cc(OC)c(OC)c(OC)c2)cc1 (stereo not drawn)	i	i	i	i	i	i	-0.8	i	-2.6	i	i
CC(=O)Nc1ccc(NC(=O)C(C)OC(=O)CCCOc2ccc(Cl)c(C)c2)cc1 (stereo not drawn)	i	i	i	i	i	i	-0.6	i	7.3	i	i
Cc1c([N+](=O)[O-])c(C/C=N/O)nn1C	i	i	.	i	i	.	9.1	.	.	i	.
Cc1ccccc1N(CC(=O)O)S(C)(=O)=O	i	i	i	i	i	i	-1.6	i	3.5	i	i
CSc1nc(O)c(C(c2ccccc2)c2c(O)nc(SC)[nH]c2=O)c(=O)[nH]1	i	i	i	i	i	i	7.4	i	7.4	i	i
Cc1cc(C)nc(-n2nc(C)c3c(C(F)(F)F)cc(=O)[nH]c32)n1	i	i	i	i	i	i	13.4	i	-2.3	i	i
O=C(NCC(=O)N1CCCC1)c1cccs1	i	i	i	i	i	i	-3.6	i	-2.2	i	i
Cc1ccc(N2CCN(C(=O)c3ccccc3F)CC2)c(C)c1	i	i	i	i	i	i	-3.2	i	.	i	i
S=C(NCC(c1ccco1)N1CCCC1)Nc1ccccc1 (stereo not drawn)	i	i	i	i	i	i	3.8	i	-14.0	i	i
Cc1sc2nc(SCc3nc(-c4ccccc4)no3)n(-c3ccccc3)c(=O)c2c1C	i	i	.	i	i	.	-2.7	.	.	i	.
O=C(Nc1ccccc1N1CCN(C(=O)c2ccc(Cl)cc2)CC1)c1cccc([N+](=O)[O-])c1	i	i	i	i	i	i	24.7	i	-0.2	i	i
Carrying on.
SMILES	TRPC6 inh	ANO1 activ	MrgX1 allo act	RGS4 inh	TRPC6 act	MrgX1 antag	SKKanGAS inh	MrgX1 ag	HDAC3 inh	RGS4 pot	ANO1 block
O=C(NCC1CCCO1)c1cncc(Br)c1 (stereo not drawn)	i	i	i	i	i	i	14.1	i	1.5	i	i
CC1(C)CC(=O)C=C(NCCc2ccc(S(N)(=O)=O)cc2)C1	i	i	i	i	i	i	1.8	i	3.9	i	i
Cc1ccc(NC(=O)CCS(=O)(=O)c2cccc3nonc23)c(Br)c1	i	i	i	i	i	i	-1.0	i	-2.5	i	i
O=C(Cn1c(=O)n(-c2ccc(F)cc2)c(=O)c2sccc21)N1CCCC1	i	i	i	i	i	i	-1.1	i	2.0	i	i
CCN(c1cccc(C)c1)S(=O)(=O)c1ccc2c(c1)NC(=O)CS2	i	i	i	i	i	i	3.3	i	-3.6	i	i
COc1cc2c(cc1OC)C(C)N(C(=O)Cn1ncc3c1-c1ccccc1OC3)CC2 (stereo not drawn)	i	i	i	i	i	i	-7.7	i	1.1	i	i
CC(C)[C@H](NC(=O)[C@H](Cc1ccccc1)n1c(=O)[nH]c2ccccc2c1=O)C(=O)N1CCC[C@@H]1C(=O)O	i	i	i	i	i	i	-1.7	i	5.8	i	i
O=C(c1cc2ccccc2o1)N(Cc1ccco1)Cc1cccs1	i	i	i	i	i	i	23.6	i	0.2	i	i
Cn1cc(S(=O)(=O)NCc2cccs2)c(=O)n(C)c1=O	i	i	i	i	i	i	-2.2	i	5.7	i	i
C=CCNC(=O)N1CCC(CO)(Cc2ccc(Cl)cc2)CC1	i	i	i	i	i	i	-17.6	i	-4.9	i	i
CN(C)C(=O)N1CCN(C(=O)N(C)C)CC1	i	i	i	i	i	i	-8.8	i	4.6	i	i
CC(C)CNC(=O)C1CCN(Cc2ccc(OCc3ccccc3)cc2)CC1	i	i	i	i	i	i	30.0	i	0.2	i	i
C=CCN1C(=O)C(Cc2cccc(Cl)c2)S/C1=N/N=C/c1ccco1 (stereo not drawn)	i	i	i	i	i	i	-3.6	i	11.0	i	i
O=C(CSc1ccc(-c2ccccc2)nn1)NCC1CCCO1 (stereo not drawn)	i	i	i	i	i	i	-1.4	i	12.9	i	i
O=C(NC1CCCCC1)c1ccccc1NC(=O)C1CC(=O)N(c2ccccc2)C1 (stereo not drawn)	i	i	i	i	i	i	4.1	i	2.3	i	i
CSc1ccc(NC(=O)c2cccnc2)cc1C#N	i	i	i	i	i	i	11.6	i	1.0	i	i
COc1cc(OC)cc(C(=O)N(Cc2cc3cc(C)ccc3[nH]c2=O)C(C)C)c1	i	i	i	i	i	i	-3.9	i	9.3	i	i
CC(=O)c1c[nH]c(C(=O)NCC2CCCO2)c1 (stereo not drawn)	i	i	i	i	i	i	1.2	i	-3.8	i	i
CNCCC=C1c2ccccc2CCc2ccccc21	i	i	i	i	i	i	2.5	i	-1.6	i	i
O=C(NCC1CCCO1)c1cc(C(=O)C2CCCCC2)c[nH]1 (stereo not drawn)	i	i	i	i	i	i	-3.8	i	0.3	i	i
